Compound activity from PubChem BioAssay.
V1aR counter – V1a receptor agonism, counter-screen for OXTR agonists; activation, % at 3 µM; P37288; 320,000 tested, 0.25% active; CHO-V1R cells, Fluo-8 calcium fluorescence, agonist mode; 0% DMSO, 100% 3 nM vasopressin; AID 2797;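 active = activation above the mean activation of all tested compounds plus 3 SD, per screening run, cut at about 20% in these data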;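 note: signal is peak over basal fluorescence ratio across a 100 second FLIPR read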
Target sequence (P37288 whole entry, looked up): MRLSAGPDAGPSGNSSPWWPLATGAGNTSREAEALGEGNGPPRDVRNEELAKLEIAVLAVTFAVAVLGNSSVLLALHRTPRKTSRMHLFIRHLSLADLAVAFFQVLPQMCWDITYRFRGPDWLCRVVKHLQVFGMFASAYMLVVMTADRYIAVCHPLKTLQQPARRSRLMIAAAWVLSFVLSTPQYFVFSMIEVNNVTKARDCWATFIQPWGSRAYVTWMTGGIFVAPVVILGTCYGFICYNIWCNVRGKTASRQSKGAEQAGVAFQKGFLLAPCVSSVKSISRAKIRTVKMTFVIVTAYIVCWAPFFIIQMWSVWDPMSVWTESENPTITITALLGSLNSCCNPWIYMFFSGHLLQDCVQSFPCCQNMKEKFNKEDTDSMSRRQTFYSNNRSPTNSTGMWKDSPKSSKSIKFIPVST
M1 ag parental – counter-screen for M1 agonists: effect in parental CHO-K1 cells | 360,000 tested, 0.48% active | activation, % at 3 µM | Fluo-8 calcium fluorescence; scaled to maximal ATP response, vehicle zero | AID 602248; in the data active = activation above about 15%;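 note: untransfected CHO-K1 host cells lacking M1 receptor as counterscreen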
CHO parental Ca – counter-screen: ATP calcium response change in parental CHO cells; parental CHO-K1, ATP-induced calcium, Fluo-8 fluorescence; inhibition, % at 5.6 µM; 330,000 tested, 0.63% active;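 active = inhibition above that plate's mean sample inhibition plus 3 SD, cut at about 26% in these data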;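 note: 0% = ATP-challenged DMSO wells and 100% = DMSO wells without ATP; some compounds past the cut are filed as inactive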
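material = parental CHO cells | also added = ATP as calcium-mobilizing challenge | dosing = single point at 5.6 µM | detection = intracellular calcium via Fluo-8 no-wash fluorescent dye | read-out = % inhibition | benchmarks = low control ATP plus DMSO, high control DMSO only | repeats = one well per compound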
OXTR potentiator – human OXTR potentiation; P30559; CHO-OTR cells, Fluo-8 calcium fluorescence, potentiator mode; 0% = oxytocin EC15, 100% = EC100; activation, % at 3 µM; 320,000 tested, 0.061% active;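 active = activation above that plate's cutoff, the mean activation of tested compounds plus 3 SD, cut at about 6.6% in these data, passing the limit was not always enough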;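 note: 100% uses oxytocin at 75 nM as the full agonist control; some results filed as inactive read as strong as hits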
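assay system = CHO-OTR cells, human receptor | schedule = compound 6 min at room temperature before oxytocin, 100 s read | detection = Fluo-8 intracellular calcium fluorescence, ex 470-495, em 515-575 nm | evaluation = normalized max/min fluorescence ratio, % activation | control set = EC15 oxytocin alone as 0%, 75 nM oxytocin (EC100) as 100%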
TAAR1 agonist – agonists of human TAAR1 | Q96RJ0 | 360,000 tested, 0.99% active | activation, % at 3 µM | CHO RD-HGA16 TAAR1, Fluo-8 calcium fluorescence; vehicle wells 0%, saturating PEA agonist 100% | AID 624467;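 active = activation above the mean activation of all test compounds in the run plus 3 SD, cut at about 38% in these data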
Target sequence (Q96RJ0 whole entry, looked up): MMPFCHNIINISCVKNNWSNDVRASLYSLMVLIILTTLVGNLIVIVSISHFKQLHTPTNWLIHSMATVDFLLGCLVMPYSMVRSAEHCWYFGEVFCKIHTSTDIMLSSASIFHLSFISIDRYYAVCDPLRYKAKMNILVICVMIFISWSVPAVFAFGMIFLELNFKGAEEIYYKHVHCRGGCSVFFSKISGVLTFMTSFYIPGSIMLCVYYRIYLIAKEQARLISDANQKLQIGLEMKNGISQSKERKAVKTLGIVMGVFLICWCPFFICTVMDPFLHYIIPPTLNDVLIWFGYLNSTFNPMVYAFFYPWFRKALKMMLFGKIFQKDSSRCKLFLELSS
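Test system: RD-HGA16 (CHO) cells co-expressing Gα16 and hTAAR1 | Doses: Single dose, 3 µM | Schedule: 17-24 h seeding, 75 min 37 °C dye, 30 min RT | Evaluation: % activation from peak over basal fluorescence ratio, DMSO-to-PEA scaled | Technique: Kinetic Fluo-8 calcium fluorescence | Benchmarks: Low control DMSO, high control PEA (EC100)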
CHO-K1 Ca antag – counter-screen for M1 antagonists: effect in parental CHO-K1 cells; ATP-induced calcium, Fluo-8 fluorescence; inhibition, % at 3 µM; 360,000 tested, 0.6% active; AID 602250;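 active = inhibition above a per-plate cutoff, the plate's mean sample inhibition plus 3 SD, cut at about 24% in these data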;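 note: 0% = DMSO plus EC80 ATP and 100% = DMSO alone without ATP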
CHRM1 agonist – activates human CHRM1 receptor; CHO-K1 hM1, Fluo-8 calcium fluorescence, agonist mode; 0% DMSO, 100% acetylcholine EC100; activation, % at 3 µM; 360,000 tested, 0.33% active;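 active = activation above the run's mean compound activation plus 3 SD, cut at about 16% in these data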;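 note: peak over basal fluorescence ratio within a 140 s kinetic read after compound addition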
TAAR1 antag – human TAAR1 antagonism | inhibition, % at 3 µM | 360,000 tested, 1.5% active | CHO RD-HGA16 TAAR1, Fluo-8 calcium fluorescence, antagonist | AID 624466 | Q96RJ0;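 active = inhibition above a per-plate cutoff, the mean inhibition of test compounds on that plate plus 3 SD, cut at about 49% in these data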;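 note: 0% = DMSO plus EC80 beta-PEA response and 100% = DMSO alone without agonist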
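Assay system: RD-HGA16 CHO cells with stable hTAAR1 and Gα16 / Reagent: EC80 β-phenethylamine stimulus / Doses: 3 µM, single point / Timing: dye loading 75 min at 37 °C, then 30 min room temperature / Measured by: Fluo-8 intracellular calcium dye fluorescence, real-time kinetic reads / Controls: vehicle wells and EC80 agonist wells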
CHO-K1 Ca PAM – M1 PAM counterscreen hit in parental CHO-K1 cells. ATP EC20, Fluo-8 calcium fluorescence; 0% at ATP EC20, 100% at ATP max. activation, % at 3 µM. 360,000 tested, 0.02% active. AID 602247;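 active = activation above the run cutoff, the mean activation of all test compounds plus 3 SD, cut at about 40% in these data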;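 note: peak over basal fluorescence ratio in a 140 s read after ATP addition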
An asterisk follows results filed as active; / = not tested or not shown.

SMILES | TAAR1 antag | M1 ag parental | CHO-K1 Ca antag | CHO-K1 Ca PAM | TAAR1 agonist | OXTR potentiator | V1aR counter | CHRM1 agonist | CHO parental Ca
COc1cc2c(cc1OC)CN(C(=O)C(CCSC)NS(=O)(=O)c1ccc(C)cc1)CC2 (configuration not stated) | -15.9 | 0.9 | -6.8 | 6.4 | 4.8 | 0.1 | 1.9 | -2.4 | -20.7
CN(Cc1ccc(F)cc1)C(=O)c1cc(S(=O)(=O)N2CCCCC2)ccc1N1CCOCC1 | -28.8 | 1.2 | -4.7 | 15.4 | 0.4 | / | / | -5.0 | /
CCN(c1ccccc1)S(=O)(=O)c1ccc(OC)c(NC(=O)C2CC2)c1 | 10.9 | 0.5 | -15.2 | 23.1 | 4.3 | -4.6 | 0.2 | -4.8 | -18.4
c1ccc2c(c1)CCN2CCN1CCc2ccccc21 | 1.3 | 0.2 | -7.6 | 16.8 | 2.3 | -9.0 | -1.2 | 0.9 | -1.0
COc1cccc(/C=C/c2nc(C#N)c(NCC(C)C)o2)c1 | -6.5 | 2.0 | -5.2 | 19.9 | -2.3 | -8.4 | -1.4 | -4.9 | -15.1
CCc1c(C)nc2c(C)cccc2c1SCCC#N | 7.1 | 0.1 | -10.4 | 19.3 | 1.1 | 5.3 | -0.9 | -11.2 | -17.6
Cc1ccc(C(=O)Nc2cc(C(F)(F)F)ccc2-n2cncn2)o1 | 7.1 | 1.6 | -4.8 | 1.2 | -0.9 | -6.8 | -1.1 | -4.3 | -9.4
COc1ccccc1CCNC(=O)C(=O)Nc1cc2c3c(c1)CC(=O)N3CCC2 | 5.8 | 1.0 | -4.2 | -22.4 | 25.8 | -10.6 | -0.3 | -5.6 | -14.9
CCCCC(=O)N/N=C/c1ccc(-c2ccc([N+](=O)[O-])cc2)o1 | -9.6 | 0.3 | 9.8 | -2.9 | -2.1 | -9.5 | 0.7 | -4.6 | -7.8
NC(=O)C1CCN(C(c2ccccc2Cl)c2nnnn2Cc2ccc3c(c2)OCO3)CC1 (configuration not stated) | -7.2 | 0.2 | 5.4 | 2.2 | 13.0 | -6.1 | -0.2 | -2.3 | -7.3
CCc1noc(C)c1C(=O)N1CCN(S(=O)(=O)c2ccc(C)cc2C)CC1 | -37.5 | 0.3 | -3.0 | -16.8 | 3.0 | -1.2 | 1.2 | -2.5 | -8.1
O=C(CCNC(=O)C1CCN(S(=O)(=O)c2ccc(F)cc2)CC1)NCc1ccccn1 | -17.0 | 0.6 | -12.0 | 6.0 | 2.6 | / | / | -2.1 | /
CCCCOc1ccc(C(=O)N(CC)CC(=O)NCc2cccs2)cc1 | -21.0 | 0.7 | -1.7 | -17.2 | 0.4 | -5.2 | 3.7 | 0.1 | -35.6
Cc1ccc(-n2ncc3c(SCC(=O)Nc4cc(C)on4)ncnc32)c(C)c1 | -4.0 | 1.9 | -4.6 | 4.6 | -0.4 | -14.5 | 2.7 | -3.4 | -1.6
CCCC[C@@H]1CN=C(N)N1CCCC | -10.8 | -0.6 | -5.2 | -1.2 | 11.1 | -11.9 | 1.6 | -8.5 | -9.0
CCn1c(CSc2nc3ccccc3s2)nnc1SCC(=O)c1ccc2c(c1)OCCO2 | 4.5 | 1.4 | -10.4 | 20.2 | 2.2 | -5.6 | -0.8 | -2.4 | -21.6
COc1ccc([C@H]2CC(=O)C=C(c3ccc(NC(C)=O)cc3)C2)cc1OC | 3.1 | 1.2 | -16.1 | 16.8 | 6.5 | -2.8 | 0.8 | -1.5 | -5.7
CCC(C)(C)NC(=O)CN(C(=O)c1ccc(N2CCCC2)nc1)c1ccc(F)cc1 | -4.4 | 0.5 | -9.3 | 19.8 | 2.3 | -15.1 | -0.6 | -2.7 | -7.8
CC1=NN(C(=O)c2ccc(Cn3nc(C)c([N+](=O)[O-])c3C)cc2)C(O)(C(F)(F)F)C1 (configuration not stated) | 17.7 | 1.2 | 0.9 | 5.2 | 9.9 | -6.8 | 1.1 | -4.1 | -11.5
O=C(O)COn1c(-c2ccccc2)nc2ccc(Cl)cc21 | -12.4 | 0.0 | 6.4 | 14.0 | 8.2 | -3.3 | 0.2 | -3.5 | -8.7
Cc1cc(C(=O)OCC(=O)Nc2ccc(F)c(F)c2F)c(C)o1 | 14.2 | 3.0 | -11.9 | 12.5 | 2.1 | -4.7 | 0.0 | -8.9 | -6.8
Cc1nnc(N/N=C/c2cccc(OCc3ccc(Cl)c(Cl)c3)c2)n1N | -16.4 | 1.2 | -2.4 | 16.4 | 7.6 | -11.1 | 0.2 | 5.3 | -8.7
CCCCn1c(N)c(N(CCC(C)C)C(=O)C2CC(=O)N(c3ccccc3OCC)C2)c(=O)[nH]c1=O (configuration not stated) | 3.8 | 0.8 | -7.5 | -2.3 | 0.3 | -5.7 | 0.8 | -1.1 | 3.7
COCCCNC(=O)CCn1c(=O)c2ccccc2n(CC(=O)NCCc2ccc(OC)c(OC)c2)c1=O | -16.1 | 0.1 | -16.5 | 20.1 | 2.1 | -2.0 | -0.4 | -1.6 | -5.0
CCN(CC)S(=O)(=O)N1CCC(C(=O)NC(C)CCc2ccccc2)CC1 (configuration not stated) | 6.2 | 0.2 | 9.2 | 1.0 | 4.7 | -8.3 | -0.5 | -1.6 | -14.1
Cc1ccc(S(=O)(=O)NCC(=O)N2CCC(C)CC2)cc1 | 0.1 | 0.1 | -4.1 | 7.8 | 0.6 | -4.0 | 0.5 | -5.8 | -4.9
COc1ccc(OC)c(NC(=O)COC(=O)c2ccc(-n3cnnn3)cc2)c1 | 9.3 | 2.3 | -3.1 | 18.4 | 2.5 | -3.8 | 0.8 | -0.6 | -1.8
O=c1c2oc3ccccc3c2ncn1Cc1cccc(Cl)c1 | -19.5 | 0.7 | -5.3 | 5.4 | 6.2 | -17.6 | -1.0 | -2.1 | 7.2
O=c1cc(CN2CCN(S(=O)(=O)c3ccccc3)CC2)nc2ccc(Cl)cn12 | -3.1 | 1.2 | -34.5 | 11.5 | 0.1 | 4.0 | -0.1 | -7.1 | -15.2
C=CCOc1c(Br)cc(/C=N/NC(=O)Cc2ccc(C(F)(F)F)cc2[N+](=O)[O-])cc1OC | -2.6 | -0.2 | 11.4 | -13.1 | 3.9 | 0.2 | 0.5 | -10.4 | -5.3

Record cards, as listed above. Values in the order: TAAR1 antag | M1 ag parental | CHO-K1 Ca antag | CHO-K1 Ca PAM | TAAR1 agonist | OXTR potentiator | V1aR counter | CHRM1 agonist | CHO parental Ca
CCN(c1ccccc1)S(=O)(=O)c1ccc(OC)c(NC(=O)C2CC2)c1 across the screens: 10.9 | 0.5 | -15.2 | 23.1 | 4.3 | -4.6 | 0.2 | -4.8 | -18.4
CCCC[C@@H]1CN=C(N)N1CCCC across the screens: -10.8 | -0.6 | -5.2 | -1.2 | 11.1 | -11.9 | 1.6 | -8.5 | -9.0

(list continues)
SMILES | TAAR1 antag | M1 ag parental | CHO-K1 Ca antag | CHO-K1 Ca PAM | TAAR1 agonist | OXTR potentiator | V1aR counter | CHRM1 agonist | CHO parental Ca
Cc1ccc(OCCn2c(CCCO)nc3ccccc32)cc1 | -17.1 | 0.3 | 2.2 | 9.8 | 15.8 | -15.9 | 3.9 | -1.7 | -5.6
Cc1ccc(NC(=O)Cn2c(=O)c(C)nc3ccccc32)cc1 | 2.4 | 1.3 | -7.7 | 5.3 | 0.1 | -10.3 | -0.5 | -4.1 | -13.0
CC(=O)N1CCc2cc(S(=O)(=O)NC(CC(C)C)C(=O)Nc3ccc4c(c3)OCCO4)ccc21 (configuration not stated) | -0.5 | 0.5 | -15.1 | 16.8 | 15.1 | -1.0 | -0.2 | -5.7 | -20.7
CCC(C)CNC(=O)c1cccc(OC2CCN(CC(C)(C)C)CC2)c1 (configuration not stated) | -4.2 | 0.5 | -3.5 | 2.0 | -0.4 | -5.3 | -0.2 | -4.3 | -11.7
COC(=O)c1ccc(Oc2c(Cl)cccc2[N+](=O)[O-])cc1 | -32.0 | -0.1 | 1.4 | 9.7 | 7.2 | -2.7 | 0.1 | -8.4 | -26.2
CS(=O)(=O)N(CC(=O)N1CCC(C(N)=O)CC1)Cc1ccc(Cl)c(Cl)c1 | -4.5 | 1.5 | -6.6 | 16.6 | 3.9 | -3.5 | -0.5 | -2.7 | 4.8
Cc1ccc(OCCNC(=O)Cn2cnc3c(=O)n(C)c(=O)n(C)c32)cc1C | -7.0 | 0.9 | -9.1 | 7.4 | 2.7 | -0.6 | -0.2 | -4.0 | -11.8
CC(C)CNC(=O)c1cccc(NC(=O)Cc2ccc(Br)cc2)c1 | 14.9 | 6.7 | -5.8 | 17.7 | 5.5 | -5.9 | 13.5 | -0.1 | -26.3
CCN(C[C@H]1N[C@@](C)(C(=O)OC)[C@H]2C(=O)N(Cc3ccccc3)C(=O)[C@@H]12)S(=O)(=O)c1ccccc1 | -1.8 | 0.9 | -7.9 | 18.2 | -0.1 | -2.3 | 0.9 | 0.9 | -16.6
CCN(CC)CCN(C(=O)c1ccc(S(=O)(=O)N2CCCC2)cc1)c1nc2cc(C)cc(C)c2s1 | -21.0 | 0.5 | -7.3 | -2.1 | 4.0 | 2.4 | 2.9 | -4.3 | -19.9
CC1CCN(c2nc3ccccn3c(=O)c2C=O)CC1 | -3.2 | 0.4 | -17.9 | 25.7 | 14.7 | 6.0 | 0.1 | -1.6 | -18.6
CC(C)OCCCNC(=O)CN1C(=O)CC(C)(C)S(=O)(=O)c2ccccc21 | 1.4 | -0.3 | -8.0 | 9.3 | -0.1 | -2.6 | 0.6 | -1.4 | -4.9
CCC(=O)N1CCc2cc(S(=O)(=O)CCC(=O)Nc3cccc(F)c3)ccc21 | 1.7 | 0.3 | -5.1 | 9.9 | 1.3 | 0.8 | -0.7 | -3.4 | -14.3
CCOc1nc(Nc2ccccc2F)nc(OCC)n1 | -10.7 | 0.2 | -4.0 | -2.7 | -1.5 | -6.4 | -1.6 | -2.1 | -8.7
CCN(CC)C(=O)C(c1ccccc1)S(=O)(=O)N1CCOCC1 (configuration not stated) | -3.5 | 0.6 | -5.6 | 22.9 | 0.2 | / | / | 4.5 | /
Cc1cccc(NC(=O)CSc2nnnn2-c2ccc3c(c2)OCCO3)n1 | 11.3 | 2.2 | -9.2 | 18.8 | 1.2 | -4.0 | 3.7 | -2.8 | -9.9
CCOC(=O)/C=C1\Nc2ccccc2SC1=O | -4.3 | 0.9 | -9.5 | 19.4 | 1.3 | -1.3 | 0.4 | -2.7 | -7.3
O=C(N/N=C/c1cccnc1)c1cc2ccccc2o1 | 7.3 | 0.5 | 8.2 | -8.2 | 10.3 | 2.6 | 0.3 | -1.7 | -10.4
